PERK inh: block of dimerizer-induced PERK translation repression, primary screen, PERK inhibitor project, CHO PERK-DD cells, SEAP luminescence, HTS; Eukaryotic translation initiation factor 2-alpha kinase 3 (Homo sapiens), Q9NZJ5; CHO PERK-DD fusion, SEAP luminescence translation reporter; inhibition, % at 5.6 µM; 220,000 compounds, 0.17% hits; AID 1416, 2008;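 active = inhibition above the mean inhibition of all tested compounds plus 3 SD, set separately per screening campaign, cut at about 2.9% in these data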;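 also: PERK kinase domain activated by AP20187 dimerizer at 100 nM; 0% = DMSO with dimerizer and 100% = rapamycin at 8.4 µM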
PGE2 EP2 inh: human EP2 receptor antagonists, primary screen, TR-FRET cAMP, C6 glioma cells; inhibition, % at 25 µM; 260,000 compounds, 0.52% hits; C6 glioma cells expressing human EP2; cells stimulated with saturating PGE2;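 active = percent inhibition above 40 after rounding to a whole number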;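 also: rat C6 glioma host cells with rolipram phosphodiesterase inhibitor present; the protocol text gives 20 µM as final concentration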
Target sequence (P43116 whole entry, looked up): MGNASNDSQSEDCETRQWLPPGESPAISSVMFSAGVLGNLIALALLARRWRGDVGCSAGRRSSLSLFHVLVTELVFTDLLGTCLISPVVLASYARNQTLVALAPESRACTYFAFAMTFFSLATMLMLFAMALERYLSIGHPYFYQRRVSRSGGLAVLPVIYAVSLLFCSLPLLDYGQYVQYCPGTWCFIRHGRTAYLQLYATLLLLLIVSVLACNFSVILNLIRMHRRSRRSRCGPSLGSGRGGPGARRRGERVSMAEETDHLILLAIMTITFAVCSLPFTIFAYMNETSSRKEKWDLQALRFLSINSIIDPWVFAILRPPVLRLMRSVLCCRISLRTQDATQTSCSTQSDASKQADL
Runt-CBFb FRET: inhibitors of RUNX1 Runt–CBFb binding, primary screen, biochemical, FRET, Cerulean-Runt, Venus-CBFb, uHTS. Runt-related transcription factor 1 (Homo sapiens) + Core-binding factor subunit beta …. Cerulean-Runt/Venus-CBFb FRET ratio 530/480, 1 h. inhibition, % at 20 µM. 220,000 compounds, 0.46% hits. AID 1496, 2009;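 active = inhibition over about 50% at 20 µM in the single-dose screen, limit read from the data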;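 also: 0% = DMSO wells and 100% = excess unlabeled CBFb competitor control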
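test system = Cerulean-Runt domain fusion protein, energy donor | probe or stimulus = Venus-CBFb binding partner, 100 nM | incubation = two 1 h room-temperature incubations shielded from light | detection = fluorescence energy transfer, 422 nm excitation, 530/480 nm emission | measure = loss of energy transfer signal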
TNF necrop inh: inhibitors of TNF-alpha triggered necroptosis, primary screen, cell-based, Jurkat FADD-/-, single concentration. AID 463075, 2010. Jurkat FADD-/- TNF necroptosis rescue, ATP luminescence, 24 h; 0 = TNF only, 100 = no-TNF cells. 220,000 compounds, 0.068% hits. activation (protection from cell death), % at 10 µM;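 active = activation, meaning protection from cell death, of at least 50% relative to plate controls; inactive = activation below 50%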;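 also: necroptosis triggered by 40 ng/mL TNF-alpha added together with compound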
RBBP9 inh: human RBBP9 inhibitors, primary screen, biochemical, fluorescence polarization, FP-Rh probe, HTS; recombinant RBBP9; inhibition, % at 7.94 µM; Serine hydrolase RBBP9 (Homo sapiens), O75884; 220,000 compounds, 0.2% hits; AID 1515, 2009;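 active = inhibition above the campaign mean of all tested compounds plus 3 SD, cut at about 14% in these data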;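 also: plate controls were DMSO wells with RBBP9 for no effect and wells lacking RBBP9 protein for full effect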
Target sequence (O75884 whole entry, looked up): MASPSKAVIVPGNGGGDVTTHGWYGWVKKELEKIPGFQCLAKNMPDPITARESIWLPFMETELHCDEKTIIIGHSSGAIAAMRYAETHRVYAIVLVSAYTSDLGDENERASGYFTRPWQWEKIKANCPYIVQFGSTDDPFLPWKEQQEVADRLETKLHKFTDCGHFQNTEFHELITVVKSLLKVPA
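Assay system: recombinant human RBBP9; Reagent: Serine-hydrolase probe FP-Rh, 375 nM pre-mixing; Doses: 7.94 µM single dose, 0.794% DMSO; Incubation: 30 min then 45 min, 25 °C; Detection: fluorescence polarization (mP), excitation 525 nm, emission 598 nm; Evaluation: percent inhibition from mP, scaled between DMSO and no-protein wells.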
L929 necroptosis: inhibitors of zVAD-triggered necroptosis, primary screen, L929 cells; 220,000 compounds, 0.38% hits; L929 zVAD necroptosis rescue, ATP luminescence, 24 h; with zVAD 60 µM; viability rescue, % at 10 µM;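 active = activation, scaled between plate controls, above about 75%, limit read from the data; inactive = activation under that limit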;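 also: 0% = zVAD with DMSO and 100% = DMSO alone without zVAD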
Hck Nef HTS: inhibitors of Nef-activated human Hck kinase, primary screen, biochemical, Z-Lyte FRET, 384-well, Hck-YEEI; Tyrosine-protein kinase HCK (Homo sapiens), P08631; Recombinant Hck-YEEI plus Nef, Z-Lyte FRET kinase assay; inhibition, % at 20 µM; 220,000 compounds, 0.68% hits; AID 463187, 2010;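 active = Hck-Nef kinase inhibition above about 50%, limit read from the data; inactive = inhibition below that limit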;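 also: 0% = DMSO with Hck plus Nef and 100% = Hck alone without Nef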
Target sequence (P08631 whole entry, looked up): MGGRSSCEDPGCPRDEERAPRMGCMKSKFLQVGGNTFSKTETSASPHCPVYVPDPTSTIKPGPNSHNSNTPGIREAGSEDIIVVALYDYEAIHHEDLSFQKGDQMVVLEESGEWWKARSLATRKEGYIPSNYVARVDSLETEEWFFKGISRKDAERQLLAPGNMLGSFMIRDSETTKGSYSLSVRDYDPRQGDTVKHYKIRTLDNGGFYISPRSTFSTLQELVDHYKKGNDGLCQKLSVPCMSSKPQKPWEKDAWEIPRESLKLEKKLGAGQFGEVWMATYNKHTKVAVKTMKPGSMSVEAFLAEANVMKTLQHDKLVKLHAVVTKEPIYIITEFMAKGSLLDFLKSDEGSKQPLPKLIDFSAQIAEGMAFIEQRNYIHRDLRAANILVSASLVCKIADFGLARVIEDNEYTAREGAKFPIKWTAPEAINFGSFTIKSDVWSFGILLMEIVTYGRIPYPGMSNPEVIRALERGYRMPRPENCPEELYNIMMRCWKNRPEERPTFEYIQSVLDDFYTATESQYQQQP
Runt-SMMHC FRET: inhibitors of RUNX1 Runt–CBFb-SMMHC binding, primary screen, biochemical, FRET, Cerulean-Runt, Venus-CBFb-SMMHC, uHTS; Runt-related transcription factor 1 (Homo sapiens) + Core-binding factor subunit beta …; Cerulean-Runt/Venus-CBFb-SMMHC FRET ratio 530/480, 1 h; inhibition, % at 20 µM; 220,000 compounds, 0.74% hits; AID 1434, 2008;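 active = mean inhibition across duplicate retests at 20 µM reaching about 50%, limit read from the data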;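 also: 0% = DMSO wells and 100% = wells with excess untagged CBFb-SMMHC; inhibitors lower the FRET ratio by blocking Runt binding to CBFb-SMMHC; some results filed as inactive read as strong as hits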
EP2 mod: EP2 receptor modulators, cAMP readout, primary screen, cell-based, HTRF cAMP, PGE2 stimulation. EP2-expressing cells, cAMP HTRF FRET, PGE2 co-stimulation. induction, % at 25 µM. 260,000 compounds, 0.83% hits. Prostaglandin E2 receptor EP2 subtype (Homo sapiens), P43116;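 active = compounds whose cAMP rise, as percent of the full-agonist control response, exceeds 60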;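 also: rat C6 glioma line stably carrying human EP2 under a CMV promoter; the protocol text gives 20 µM as final concentration; 100% = response of wells given 1 µM PGE2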
Starred values were filed as active, the others as inactive; . = no result given.

Sequence of screens – PERK inh, PGE2 EP2 inh, Runt-CBFb FRET, TNF necrop inh, RBBP9 inh, L929 necroptosis, Hck Nef HTS, Runt-SMMHC FRET, EP2 mod
- COCc1cc(C)nc(Oc2ccccc2)c1C#N
    -0.2, 5.8, 0.9, -0.2, -5.7, 3.7, 13.4, 1.7, 28.1
- CC(NC(=O)c1ccc(=O)oc1)c1ccccc1 (stereo unspecified)
    1.2, 1.2, -3.4, 0.2, -5.2, 0.3, -0.2, -0.2, 8.2
- Cc1ccc(S(=O)(=O)Oc2ccc(/C=C3\N=C(c4cccc(C)c4)OC3=O)cc2)cc1
    1.6, ., -2.5, -1.0, -11.9, 2.2, 6.3, -1.9, 15.6
- c1ccc(Cn2nnc3c(N4CCCCCC4)ncnc32)cc1
    -0.4, 6.8, 0.1, -1.0, -3.9, 2.2, 16.6, -0.7, -2.0
- O=C1c2ccccc2CN1CCSC(=S)N1CCOCC1
    -0.7, 7.2, -1.6, 1.2, -3.0, ., -6.5, 2.5, 20.1
- CC(=O)OCC1OC(Nc2cccc(C)c2)C(OC(C)=O)C(OC(C)=O)C1OC(C)=O (stereo unspecified)
    1.1, 7.0, -0.8, 2.4, -14.6, 0.4, -0.3, -1.6, 12.7
- Cc1onc(-c2ccccc2Cl)c1C(=O)NCC(=O)O
    0.7, 2.0, -0.2, -0.1, -5.4, -0.6, -1.0, -0.7, 12.8
- COc1ccccc1NC(=S)NN1CCN(C)CC1
    0.6, 7.8, -0.3, 1.0, -8.2, 0.3, 5.0, 0.9, 6.7
- O=C1N/C(=N\c2ccccn2)SC1Cc1ccccc1Cl (stereo unspecified)
    0.8, 9.1, -2.0, -0.2, 1.0, -0.1, -23.8, -2.0, -3.6
- O=C(CN1C(=O)NC2(CCSC2)C1=O)NCc1ccccc1 (stereo unspecified)
    0.4, 6.8, -0.1, 1.4, 1.9, 34.7, 22.1, -0.2, 13.5
- COCCn1cc(C(=O)N2CCC(C)CC2)c2c3ccccc3n(C)c2c1=O
    -0.7, 9.0, -4.3, 1.0, -3.0, -0.2, 1.7, -4.7, -42.9
- Cc1ccc(OCC(=O)Nc2ccc(Cl)cc2)c(-n2nc3ccccc3n2)c1
    1.3, 7.0, ., -0.9, -0.4, 0.2, -2.5, -5.1, 31.6
- Cn1cnc(S(=O)(=O)Nc2ccc3c(c2)OCCO3)c1
    0.7, 6.9, 1.6, 2.5, -6.6, 1.4, 21.5, 2.4, 22.6
- CNc1cc(-n2nc(C)cc2-c2ccccc2)ncn1
    0.4, 18.2, -1.5, -4.3, -4.8, 0.1, 3.1, -1.6, -4.6
- Cc1cccc(OCCCC(=O)Nc2ccc(N3CCCCC3)cc2)c1C
    1.1, 8.5, -1.0, -2.1, -2.8, 0.2, 1.7, 2.9, 0.5
- CCCCN=C1NC(=O)C(CC(=O)NCCc2ccc(OC)cc2)S1 (stereo unspecified)
    0.6, 5.2, 5.0, 1.1, 1.4, -0.1, 0.3, -6.3, 2.6
- Cc1onc(-c2ccccc2Cl)c1C(=O)N1CCc2ccccc2C1
    -1.1, 1.4, -0.6, -0.4, -8.4, 0.0, 4.5, 0.9, 11.3
- CCCNC(=O)NC1C(NC(=O)NCCC)N(C)C(=O)N1C (stereo unspecified)
    1.1, 6.6, -0.2, -0.7, -6.2, -0.2, 0.2, 1.2, 13.2
- O=C1N/C(=N\N=C\c2cccs2)SC1Cc1cccc(Cl)c1Cl (stereo unspecified)
    1.5, 3.7, 0.2, -3.0, -5.7, 1.4, 1.1, -6.7, -2.6
- O=C(c1cccs1)N1CCN=C1SCc1ccc(F)cc1
    0.6, 10.8, 1.1, 3.6, -0.5, 1.4, 16.3, -1.1, -9.1
- COc1ccc2c(c1)c(=O)oc1c(C)c3occ(C)c3cc12
    0.1, ., ., -2.3, -6.5, -0.3, 5.2, ., .
- CCOc1ccc(NC(=O)COC(=O)Cn2cnnn2)cc1OCC
    0.2, 5.3, -0.8, -1.3, 4.5, 0.2, -0.3, -0.3, 23.7
- O=c1[nH]c(NCc2ccccc2)nc2c1CCCC2
    0.5, 2.4, 0.5, -1.4, -1.9, 0.6, 1.7, 3.0, 2.0
- Cc1ccc(-n2c(N)c(C(=O)Nc3c(C)n(C)n(-c4ccccc4)c3=O)c3nc4ccccc4nc32)cc1
    0.4, 9.8, 1.3, -3.9, -3.6, 0.7, 5.3, -18.7, -10.4
- COc1ccc(OC)c(C(C)NC=O)c1 (stereo unspecified)
    0.9, 8.8, -0.4, -1.1, 2.8, -0.3, 0.9, -2.1, 30.2
- C=CCn1c(SCC(=O)NC(=O)c2cccc([N+](=O)[O-])c2)nnc1-c1ccccc1F
    2.2, 11.7, -1.6, 0.8, -3.1, 0.6, 2.4, 3.1, 39.4
- CCOC(=O)C(C)Sc1nnc(-c2c[nH]c3ccccc23)n1C (stereo unspecified)
    -0.5, 8.9, 1.7, -0.4, -8.1, 1.5, 0.7, -1.2, -0.9
- CC(c1ccc(Cl)cc1)n1c(-c2ccc3ccccc3n2)n[nH]c1=S (stereo unspecified)
    -1.0, 10.6, 7.0, -3.4, -1.2, -0.1, 1.3, 18.5, 0.6
- Brc1ccc(CSc2ccc3nnc(-c4ccccn4)n3n2)cc1
    0.8, 3.9, -2.8, -1.2, -9.2, -0.6, 0.2, -0.5, -35.5
- Cc1noc(NS(=O)(=O)c2ccc(N/C=C/C(=O)c3ccncc3)cc2)c1C
    -0.4, ., 0.1, -0.1, 4.8, 0.2, -2.0, -4.9, 21.1

A few values from the entries so far:
In PERK inh, CCCCN=C1NC(=O)C(CC(=O)NCCc2ccc(OC)cc2)S1 (stereo unspecified) is entered as 0.6
In EP2 mod, Cc1ccc(OCC(=O)Nc2ccc(Cl)cc2)c(-n2nc3ccccc3n2)c1 is entered as 31.6
In EP2 mod, COc1ccc(OC)c(C(C)NC=O)c1 (stereo unspecified) is entered as 30.2

(continued)
Sequence of screens – PERK inh, PGE2 EP2 inh, Runt-CBFb FRET, TNF necrop inh, RBBP9 inh, L929 necroptosis, Hck Nef HTS, Runt-SMMHC FRET, EP2 mod
- O=C(Nc1ccccc1)Nc1cc(Cl)cc(Cl)c1
    -0.2, 27.7, 1.7, -1.3, -50.7, 0.9, 0.2, -2.2, -59.2
- [2H]c1c([2H])c([2H])c(-c2nc(N3CCCCCC3)sc2C(=O)c2ccccc2)c([2H])c1[2H]
    -0.4, 13.4, -1.3, -6.7, 2.8, 0.0, 1.1, 0.8, 21.0
- NC(=O)C1CCN(Cc2nc3ccccc3c(=O)[nH]2)CC1
    0.5, 5.1, 0.8, -0.5, -17.6, -0.5, 0.5, 0.2, 11.3
- CC(=O)NC(=S)Nc1ccc([N+](=O)[O-])cc1C
    -0.2, 6.2, 2.8, -0.3, -0.1, 1.8, 4.1, -1.3, -1.1
- CC(Oc1cccc(F)c1)c1ccnc2nc(/N=C/N(C)C)nn12 (stereo unspecified)
    1.5, 9.1, -0.5, -1.2, -8.3, -0.2, 23.1, -3.0, 17.8
- NNc1nc(-c2ccccc2)nc2sc3c(c12)CCCC3
    0.2, 6.8, -0.2, 3.4, -7.1, 2.1, 2.7, -2.8, 4.6
- Cc1cc2c(c(=O)o1)C(c1ccc([N+](=O)[O-])o1)C(C#N)=C(N)O2 (stereo unspecified)
    -0.6, 8.4, 14.9, -1.0, 0.7, -0.6, 7.1, 6.0, 7.0
- CCCNC(=O)c1ccc(S(N)(=O)=O)cc1
    1.5, 8.4, 2.1, 2.1, -1.5, 0.2, -5.6, -7.2, 15.0
- O=C(Nc1ccccc1-c1nnn(CC(=O)N2CCc3ccccc3C2)n1)C1CCC1
    -0.7, 13.8, -1.3, 0.3, 0.7, -0.7, 1.0, -2.6, -25.1
- CC(C)CCNC(=O)C(c1ccco1)N(Cc1cccs1)C(=O)Cn1nnc2ccccc21 (stereo unspecified)
    -1.4, 18.3, -1.8, -1.1, -3.3, -1.1, -1.0, 5.5, 7.0
- O=C(/C=C/c1ccccc1)NCC(=O)N/N=C\c1cccnc1
    0.2, 9.1, -2.5, 0.7, -6.9, 3.8, 2.1, -1.8, -19.1
- CCC(=O)N1N=C(c2ccc(NS(=O)(=O)CC)cc2)CC1c1ccc(C)cc1 (stereo unspecified)
    0.2, 11.3, -1.4, 10.4, 0.0, 1.6, 8.8, -0.5, -34.4
- Cc1csc2nc(CSc3nncn3-c3ccccc3)c(Br)n12
    -1.7, 4.6, -0.2, -0.5, -6.1, -0.3, -0.3, 0.9, 2.8
- COC(=O)/C(=C\c1ccc([N+](=O)[O-])o1)NC(=O)c1ccccc1
    0.8, 18.8, 2.8, -5.6, 3.5, -0.8, 3.8, 8.4, 21.6
- Clc1cccc(-c2nc(NCC3CCCO3)c3ccccc3n2)c1 (stereo unspecified)
    -0.7, 6.4, -1.3, 2.2, -14.5, 0.9, 6.6, 2.0, 14.1
- CCOC(=O)N1CCN(C(=O)/C=C/c2cccc([N+](=O)[O-])c2)CC1
    0.2, 5.5, -0.2, -0.9, 1.7, 1.5, 31.0, 2.3, -9.2
- COc1cc(OC)c(NC(=O)c2ccoc2C)cc1Cl
    0.2, 10.7, 1.8, -1.0, 0.0, -0.1, 0.1, 0.4, -4.2
- CC(=O)c1ccc(N2CCN(C(=O)c3cc4c(-c5ccccc5F)nn(C)c4s3)CC2)cc1
    -0.4, 14.5, -2.2, -5.0, -8.6, 0.1, 0.0, 0.3, -7.1
- COc1ccc(C(=O)N/C(=C/c2cccs2)C(=O)NN)cc1OC
    -0.3, 7.0, 0.3, 1.9, -14.3, 2.1, 8.4, -8.3, 1.3
- CC(c1ccon1)N(C)Cc1cn(C)nc1-c1cccc(Cl)c1 (stereo unspecified)
    0.3, 4.5, -0.8, -0.2, -2.5, 0.8, -1.8, 3.6, 20.7
- CCn1c2ccccc2c2cc(CNCc3ccc(OC)cc3OC)ccc21
    -1.6, 31.6, -0.7, 5.0, -2.2, 20.4, 19.9, 2.6, -86.1

The list is partial; rates above refer to the full screens.
